# PLAP inhibition: PLAP enzyme inhibitors, biochemical, luminescence, HTS (AID 690) | purified PLAP, luminescent substrate; higher % means a stronger effect | 0.08% of 96,000 active | inhibition, % at 20 µM, or IC50 in µM where a hit was titrated; in the data active = a potency from the dose series; inactive = the rest, 99 in 100 with inhibition below about 30%; note: strong numbers were not always called active
# Bcl-B displacement: displacers of TR3 peptide from Bcl-B, primary screen, selectivity assay for Bfl-1 inhibitor project, biochemical, fluorescence polarization. AID 748. FP displacement of FITC-TR3 peptide from Bcl-B; higher % means a stronger effect. 0.11% of 96,000 active. one-dose displacement, % at 20 µM; IC50 in µM for titrated hits;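 active = displacement above 50% at 20 µM plus a fluorescence interference ratio under 1.5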;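 note: plate controls were wells without compound for no effect and wells lacking Bcl-B protein for full effect; a part of the inactive calls stands beside numbers as strong as those of hits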
# NFkB transloc inh: blocks IL-1B driven NFkB nuclear translocation in HUVEC cells | HUVEC IL-1B NFkB p65 nuclear translocation imaging | inhibition, % at 2 µM | 0.43% of 94,000 active | AID 796;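 active = inhibition above about 30% together with a positive call from visual inspection of the well image, limit read from the data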;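 note: nuclear over cytoplasmic p65 intensity ratio measured by imaging; 0% = IL-1B stimulated DMSO wells and 100% = unstimulated DMSO wells; values of inactives mirror those of a sister screen read the other way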
# NFkB transloc pot: enhances IL-1B driven NFkB nuclear translocation; activation, % at 2 µM; AID 819; HUVEC IL-1B NFkB p65 nuclear translocation imaging; 0.3% of 94,000 active;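 active = activation above 40%, about the mean plus 3 SD, also judged a hit on visual image review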;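 note: percent activation is computed from the nuclear over cytoplasmic p65 intensity ratio; values of inactives mirror those of a sister screen read the other way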
# MRP resist rev: MRP-mediated drug resistance reversal; 0.04% of 85,000 active; H69AR cells + 2 uM doxorubicin, CellTiter-Glo, 72 h; differential viability (reversal), % at 10 µM;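 active = viability drop by adding the cancer drug above about 55%, with treated viability meeting a 40% cutoff, limit read from the data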;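 note: viability without doxorubicin minus viability with 2 µM doxorubicin for each compound; larger differential means the compound sensitizes cells more to doxorubicin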
# MRP resist rev cytotoxicity: recorded beside MRP resist rev, whose call it bears; viability, %; H69AR cells, CellTiter-Glo, 72 h; measured here: cytotoxicity without doxorubicin
# MRP resist rev with doxorubicin: recorded beside MRP resist rev, whose call it bears; viability, %; measured here: viability with 2 uM doxorubicin; hits give low values
# NFkB transloc inh cell count 2 µM: further read-out of NFkB transloc inh, marked with its call; cell count; measured here: cells passing quality filter;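 raw number of nuclei counted in each imaged well without normalization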
# NFkB transloc pot cell count 2 µM: further read-out of NFkB transloc pot, marked with its call; cell count; measured here: cells passing quality filter
# * marks the source's active call; other numbers are inactive results; nt = no result given.
SMILES,PLAP inhibition,Bcl-B displacement,NFkB transloc inh,NFkB transloc inh cell count 2 µM,NFkB transloc pot,NFkB transloc pot cell count 2 µM,MRP resist rev,MRP resist rev cytotoxicity,MRP resist rev with doxorubicin
O=C(O)c1sccc1Oc1ccc(F)cc1[N+](=O)[O-],-24%,8%,6,93,-6,93,-1,93,94
CCCCCNC1=CC(=O)CC(c2ccccc2)C1 (configuration not stated),24%,-4%,-10,136,10,136,nt,nt,nt
CS(=O)(=O)N(CCc1ccccc1)CC(=O)N1CCCCC1,2%,0%,-28,169,28,169,2,92,90
O=C(N1CCOCC1)N1CCCN(C(=O)N2CCOCC2)CC1,1%,-3%,-10,108,10,108,-38,36,74
CC(=O)c1cccc(NC(=O)c2c(F)c(F)c(F)c(F)c2F)c1,-3%,4%,nt,nt,nt,nt,-20,58,78
COc1ccc(N2CCN(C3CC(=O)N(c4ccc5c(c4)OCCO5)C3=O)CC2)cc1 (configuration not stated),4%,2%,13,109,-13,109,-13,108,121
COc1ccc(NC(=O)c2ccc(C(=O)c3cc(OC)ccc3OC)cc2)cc1,7%,6%,-2,145,3,145,nt,nt,nt
Cc1noc(NS(=O)(=O)c2ccc(NC(=O)CSc3nc4ccccc4[nH]3)cc2)c1C,-9%,0%,-14,152,14,152,3,105,102
Cc1noc(C)c1S(=O)(=O)N1CCN(C(c2ccccc2)c2ccc(Cl)cc2)CC1 (configuration not stated),-24%,-13%,2,65,-2,65,1,96,96
COC(=O)c1ccc(Oc2ccc3nnc(C)n3n2)cc1,-12%,6%,13,159,-13,159,11,102,91
CCn1cnc2cc(NCc3cccc(OC)c3O)ccc21,-31%,-13%,2,93,-2,93,-4,86,89
CCC(=O)N(Cc1cc2ccc(C)cc2n2nnnc12)C1CCCCC1,nt,nt,-6,101,6,101,-10,64,74
O=C(Cn1cc([N+](=O)[O-])cn1)N1CCc2ccccc21,6%,0%,18,126,-18,126,nt,nt,nt
COCCOC(=O)c1c(NC(=O)CN2CCOCC2)sc(C(N)=O)c1C,-9%,4%,-8,127,8,127,14,87,73
Cc1ccc(C(=O)NCc2ccc3c(c2)OCO3)cc1S(=O)(=O)N1CCCCC1,8%,0%,0,130,0,130,11,85,73
Fc1ccc(CSc2nnc(-c3cnccn3)n2Cc2ccco2)cc1,8%,-1%,4,103,-5,103,7,79,72
Cc1ccc(-c2cc(-c3ccccc3)nc(N/N=C/c3cccnc3)n2)cc1,nt,nt,0,119,0,119,nt,nt,nt
O=C(Cn1cnc2cc([N+](=O)[O-])ccc2c1=O)Nc1ccc2c(c1)CCC2,18%,-16%,5,171,-5,171,nt,nt,nt
CCOC(=O)c1cnn(-c2ncnc3sc4c(c23)CCC4)c1N,-16%,4%,-30,211,30,211,-7,74,81
Cc1cccc(NCc2nc3ccccc3n2C)c1,-14%,-17%,-21,167,21,167,0,83,82

# Reprinted from the part before: two compounds; new compounds follow.
SMILES,PLAP inhibition,Bcl-B displacement,NFkB transloc inh,NFkB transloc inh cell count 2 µM,NFkB transloc pot,NFkB transloc pot cell count 2 µM,MRP resist rev,MRP resist rev cytotoxicity,MRP resist rev with doxorubicin
CCOC(=O)c1cnn(-c2ncnc3sc4c(c23)CCC4)c1N,-16%,4%,-30,211,30,211,-7,74,81
Cc1cccc(NCc2nc3ccccc3n2C)c1,-14%,-17%,-21,167,21,167,0,83,82
COc1ccccc1-c1nnc(SCC(=O)Nc2ccccc2)o1,-33%,-6%,7,121,-7,121,-6,92,98
O=C(NC1CCCC1)c1csc2c1CCCC2,-6%,-5%,2,136,-2,136,20,95,75
Cc1cc(O)c(C2(C(F)(F)F)NCCNC2=O)cc1C (configuration not stated),11%,2%,-19,102,19,102,-5,97,103
COc1cccc(Cn2cccc(NC(=O)NC3CCCCC3)c2=O)c1,8%,-14%,2,129,-2,129,18,93,74
COc1ccc(NC(=O)CSc2n[nH]c(N)n2)c([N+](=O)[O-])c1,-67%,-10%,-3,130,3,130,nt,nt,nt
O=C(COC(=O)CCC(=O)c1cccs1)Nc1cc(S(=O)(=O)N2CCOCC2)ccc1Cl,-53%,8%,1,139,-1,139,nt,nt,nt
Cc1ccccc1OCCn1cc(C(=S)N2CCCC2)c2ccccc21,nt,nt,-15,141,15,141,nt,nt,nt
NC(=O)C1(N2CCCCC2)CCN(C(=O)c2ccccc2)CC1,11%,3%,-12,202,12,202,-11,93,103
CCCN(CCC)CCCOC(=O)c1ccc(Cl)cc1Cl,-72%,4%,-13,164,13,164,19,91,72
CC(=O)N1CCc2cc(S(=O)(=O)NC(Cc3ccccc3)C(=O)NC3CCCCCC3)ccc21 (configuration not stated),-21%,10%,2,118,-2,118,4,93,88
COc1cccc(C2NC(=O)NC(C)=C2C(=O)Nc2ccc(C)cc2)c1OC (configuration not stated),5%,-9%,-1,92,1,92,4,94,90
O=C(Nc1ccccc1Cl)C1CCCN(S(=O)(=O)c2ccc(F)cc2)C1 (configuration not stated),7%,-10%,-5,49,5,49,2,90,88
CCOC(=O)c1ccccc1NC(=O)c1cc(S(=O)(=O)N2CCOCC2)ccc1F,-44%,-6%,2,157,-2,157,7,81,74
Cc1nc(N)sc1C(=O)N/N=C/c1c[nH]c2ccccc12,15%,-1%,-2,172,2,172,nt,nt,nt
CC1Cc2ccccc2N1S(=O)(=O)c1cnc[nH]1 (configuration not stated),-5%,-16%,nt,nt,nt,nt,-3,97,100
Cc1nn(C(CC(=O)O)C(=O)O)c(C)c1Br (configuration not stated),nt,nt,3,90,-3,90,6,89,83
Cc1cc(C(F)(F)F)nc(Nc2nc(C)c3ccccc3n2)n1,-24%,-6%,0,138,0,138,2,101,99
Cc1ccc2nc(C)cc(Nc3ccc4c(c3)OCCO4)c2c1,-36%,-20%,4,163,-4,163,nt,nt,nt
CC1CC(C)CN(CCCNC(=O)c2ccc(CS(=O)(=O)Cc3ccccc3F)o2)C1 (configuration not stated),-28%,-2%,-3,108,3,108,3,89,86
CCOC(=O)C1CCN(C(=O)COc2ccc(S(=O)(=O)NC(C)C)cc2Cl)CC1,nt,nt,-8,152,8,152,nt,nt,nt

# 3 compounds already listed, ordered by molecular weight, ascending.
SMILES,PLAP inhibition,Bcl-B displacement,NFkB transloc inh,NFkB transloc inh cell count 2 µM,NFkB transloc pot,NFkB transloc pot cell count 2 µM,MRP resist rev,MRP resist rev cytotoxicity,MRP resist rev with doxorubicin
Cc1ccc2nc(C)cc(Nc3ccc4c(c3)OCCO4)c2c1,-36%,-20%,4,163,-4,163,nt,nt,nt
Cc1ccccc1OCCn1cc(C(=S)N2CCCC2)c2ccccc21,nt,nt,-15,141,15,141,nt,nt,nt
CCOC(=O)c1ccccc1NC(=O)c1cc(S(=O)(=O)N2CCOCC2)ccc1F,-44%,-6%,2,157,-2,157,7,81,74

# (further entries)
SMILES,PLAP inhibition,Bcl-B displacement,NFkB transloc inh,NFkB transloc inh cell count 2 µM,NFkB transloc pot,NFkB transloc pot cell count 2 µM,MRP resist rev,MRP resist rev cytotoxicity,MRP resist rev with doxorubicin
C=CCN(C(=O)Cn1nnc2ccccc21)C(C(=O)NCCOC)c1ccc(OC)cc1OC (configuration not stated),-26%,7%,1,157,-1,157,5,91,86
Cc1ccccc1NCN1C(=O)C2C3C=CC(C3)C2C1=O (configuration not stated),4%,-9%,-7,132,7,132,-23,82,105
CCOc1ccc(-c2cc(CCCC(=O)NCCCOC)no2)cc1,-19%,-3%,-14,172,14,172,nt,nt,nt
CCOC(=O)C(NCc1ccco1)(NC(=O)c1ccccc1)C(F)(F)F (configuration not stated),-2%,-3%,-2,193,2,193,nt,nt,nt
CCOC(=O)c1nnc(-c2cccs2)nc1Oc1ccc(Cl)cc1,10%,10%,7,175,-7,175,-17,52,69
O=C(CSc1ccc(Cl)cc1)OCc1nnc(-c2ccccc2)o1,18%,-5%,-9,90,9,90,5,97,92
CCN1CCN(C(=O)C2c3cc(OC)c(OC)cc3C(=O)N(C)C2c2ccc(SC)cc2)CC1 (configuration not stated),nt,nt,-29,134,29,134,-8,85,94
N#CCCN(C(=O)CSc1ccc2c(c1)OCCO2)c1ccccc1,-62%,2%,nt,nt,nt,nt,7,83,76
CCC1Sc2ccccc2N(CC(=O)NCc2ccc3c(c2)OCO3)C1=O (configuration not stated),17%,-7%,nt,nt,nt,nt,-2,94,97
CC1CCN(c2cc(N)c(Cl)cc2[N+](=O)[O-])CC1,15%,14%,1,152,-1,152,nt,nt,nt
Cc1cc(-c2cccs2)n[nH]1,0%,0%,nt,nt,nt,nt,-10,106,117
O=C(Nc1ccc(S(=O)(=O)NCc2ccco2)cc1)c1ccncc1,36%,-6%,-2,188,2,188,nt,nt,nt
O=[N+]([O-])c1ccc(C2CCCC/C2=N/OCc2ccc(F)cc2)c([N+](=O)[O-])c1 (configuration not stated),26%,0%,6,140,-6,140,nt,nt,nt
CN(c1ccccc1C(=O)Nc1ccccc1C(=O)NCc1ccco1)S(C)(=O)=O,-36%,2%,0,150,0,150,6,87,81
COc1ccc(C(=O)Nc2ccc3c(c2)nc(CN2CCN(C(C)=O)CC2)n3C)cc1,-28%,4%,8,150,-8,150,0,76,76
CCC(C)NC(=O)C1CCN(S(=O)(=O)c2ccc(OC)cc2)CC1 (configuration not stated),24%,0%,-7,194,7,194,7,99,92
O=C(CSc1ncc(C(F)(F)F)cc1Cl)N1CCN(S(=O)(=O)c2ccccc2)CC1,-55%,-46%,8,71,-8,71,5,69,64
Cc1noc(C)c1S(=O)(=O)N(CC(=O)Nc1ccc2c(c1)OCO2)c1ccc(C(C)C)cc1,15%,15%,-10,150,10,150,2,67,64
CCNC(=O)C1CC(=O)N(c2ccc(Br)cc2)C1 (configuration not stated),-3%,-4%,-23,185,23,185,-2,111,113
Cc1ccc2c(COC(=O)C3=COCCO3)cc(=O)oc2c1,8%,-16%,3,99,-3,99,0,90,90
Cc1ccc(N(NC(=O)C(C)(C)O)C(=O)c2ccccc2)cc1C,0%,3%,-5,133,5,133,9,104,95
Cc1ccc(OCc2nnc(SCC(=O)N3CCOCC3)n2C)cc1,-50%,6%,-10,155,9,155,0,89,89
CCCCC(=O)c1c(C)cc(C)[nH]c1=O,6%,-3%,nt,nt,nt,nt,16,103,87
COc1ccc(-c2nnc(SCc3ccccn3)n2C)cc1,nt,nt,-4,106,4,106,14,93,78
Cc1cc(C)cc(NC2=NCC(=O)N2Cc2ccccc2)c1,12%,3%,-30,154,30,154,-10,93,103
CCN(CC)C(=O)C1CCC(CNS(=O)(=O)c2cccc3cccnc23)CC1 (configuration not stated),-39%,0%,7,65,-7,65,-3,79,82
O=C(CCC(=O)N1CCOCC1)Nc1nnc(C2CCCCC2)s1,-24%,10%,4,126,-4,126,7,102,96
Cc1nc(SCC(=O)O)c2oc3ccccc3c2n1,9%,3%,9,143,-9,143,1,87,87
CCCn1c(C(C)NC(=O)c2ccccc2)nc2ccccc21 (configuration not stated),nt,nt,-29,139,29,139,nt,nt,nt
O=C(CCn1c(=O)sc2ccccc21)Nc1cccnc1,nt,nt,-6,124,6,124,12,87,75
CCCCSc1nc(N)c(C#N)c(-c2cccs2)c1C#N,1%,-4%,-4,122,5,122,-6,92,98
Nc1sccc1C(=O)c1ccccc1,-30%,0%,8,130,-8,130,-11,88,99
Cc1ccc(-c2nnc(CSc3nnc(COc4cccc5ccccc45)n3-c3ccccc3)o2)cc1,-87%,-2%,-7,156,7,156,nt,nt,nt
Cc1ccc(-n2ncc3c(=O)n(-c4ccc(C)c(C)c4)c(C)nc32)cc1,16%,-6%,nt,nt,nt,nt,13,96,83
Cc1cc(C)n(C(=O)CCNC(=O)c2ccccc2Br)n1,-3%,3%,11,117,-11,117,4,92,88
Cc1cccc(C)c1OCC(O)CNS(=O)(=O)c1ccccc1C(=O)N1CCCCC1 (configuration not stated),nt,nt,4,122,-3,122,-17,42,59
CN(Cc1ccccc1)S(=O)(=O)c1ccc(C(=O)Nc2nnc(C3CC3)o2)cc1,-6%,2%,-16,181,16,181,nt,nt,nt
Cc1ccc(-c2nc3cccnc3s2)cc1NC(=O)c1ccco1,nt,nt,-7,131,7,131,-6,77,82
O/N=C1\CC(O)Cc2nonc21 (configuration not stated),14%,-2%,-1,113,1,113,1,97,96
COc1ccc(S(=O)(=O)Nc2ccc3c(c2)OCO3)cc1Cl,-21%,4%,96*,20*,-96,20,7,96,89
CCCN1CCN(c2ncnc3c2nnn3Cc2ccccc2)CC1,-72%,3%,-3,152,3,152,12,97,85

# Assay outcomes (PubChem BioAssay)

# A portion of the library; count on the stated rates, not on these rows.
